M. tuberculosis – growth inhibition of non-replicating M. tuberculosis (AID 488890); inhibition, % at 25 µM, or IC50 in µM where a hit was titrated; Mycobacterium tuberculosis non-replicating, growth inhibition; higher % means a stronger effect; actives 0.39% (n = 320,000); in the data active = a potency from the dose series; inconclusive = inhibition mostly from about 82% at the one dose, without a potency; inactive = the rest, 99 in 100 with inhibition below about 76%;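 note: plate controls were DMSO cells for no effect and high antibiotic wells for full effect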
M. tuberculosis HTS – M. tuberculosis growth inhibition, HTS (AID 449762); M. tuberculosis H37Rv growth inhibition, 7H9 media; higher % means a stronger effect; inhibition, % at 25 µM, or IC50 in µM where a hit was titrated; actives 0.59% (n = 330,000); in the data active = a potency from the dose series; inconclusive = inhibition above about 70% without an active follow-up result;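 note: bacterial growth assessed after seven days of incubation; strong numbers were not always called active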
VEEV TC-83 Vero – inhibitors of VEEV TC-83 cytopathic effect, confirmation, Vero cells (AID 588727); Vero cells, VEEV TC-83 cytopathic effect inhibition; higher % means a stronger effect; one-dose inhibition, % at 20 µM; IC50 in µM for titrated hits; actives 0.13% (n = 350,000); in the data active = a potency from the dose series; inconclusive = inhibition mostly from about 14% at the one dose, without a potency; inactive = the rest, 99 in 100 with inhibition below about 12%; note: strong numbers were not always called active
H1N1 NS1A inhibition – H1N1 influenza NS1A inhibitors, functional cell based assay (AID 504329); inhibition, % at 12.5 µM; hits with a dose series show IC50 in µM; NS1A functional cell-based assay, percent inhibition; higher % means a stronger effect; actives 0.3% (n = 340,000); in the data active = a potency from the dose series; inconclusive = inhibition above about 27% without an active follow-up result; note: strong numbers were not always called active
PhoP GFP inhibition – PhoP regulon inhibitors, Salmonella typhi PhoP promoter GFP reporter, confirmatory (AID 1850); actives 0.33% (n = 310,000); one-dose inhibition, % at 50 µM; IC50 in µM for titrated hits; Salmonella Typhi PhoP-promoter GFP reporter, fluorescence, 4 h; higher % means a stronger effect; in the data active = a potency from the dose series; inconclusive = inhibition mostly from about 25% at the one dose, without a potency; inactive = the rest, 99 in 100 with inhibition below about 19%;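 note: 0% = induced wells with vehicle and 100% = uninduced wells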
VEEV TC-83 Vero 10K pilot screen – further read-out of VEEV TC-83 Vero, marked with its call; inhibition, %; measured here: 10K pilot screen inhibition
* = called active by the depositor; i = inactive; ? = inconclusive; . = not tested or not shown.

The first six entries, ahead of the listing:
SMILES	M. tuberculosis	M. tuberculosis HTS	VEEV TC-83 Vero	H1N1 NS1A inhibition	PhoP GFP inhibition	others
COc1ccccc1N1CCN(CC(=O)c2c(N)n(C)c(=O)n(C)c2=O)CC1	4%	-1%	i	-3%	5%
Cc1cccc(C)c1NC(=O)CN(C)CC(=O)Nc1sc2c(c1C(N)=O)CCC2	3%	57%	11%	2%	1%
CCCCCNC(=O)CSC1=N/C(=C\c2ccc(Cl)c(Cl)c2)C(=O)N1CC	11%	-3%	1.1%	-7%	0%
O=C(COC(=O)/C=C/c1ccc(F)cc1)Nc1nnc(-c2ccccc2)o1	?	?	5.1%	-6%	.
Cc1ccc(Cn2c(SCCN3CCOCC3)nc3c2c(=O)n(C)c(=O)n3C)cc1	-9%	0%	i	7%	-11%
CC(NS(=O)(=O)/C=C/c1ccccc1)C(=O)O (centres undefined)	4%	10%	0.8%	5%	-3%

The listing, repeating the preview:
SMILES	M. tuberculosis	M. tuberculosis HTS	VEEV TC-83 Vero	H1N1 NS1A inhibition	PhoP GFP inhibition	others
COc1ccccc1N1CCN(CC(=O)c2c(N)n(C)c(=O)n(C)c2=O)CC1	4%	-1%	i	-3%	5%
Cc1cccc(C)c1NC(=O)CN(C)CC(=O)Nc1sc2c(c1C(N)=O)CCC2	3%	57%	11%	2%	1%
CCCCCNC(=O)CSC1=N/C(=C\c2ccc(Cl)c(Cl)c2)C(=O)N1CC	11%	-3%	1.1%	-7%	0%
O=C(COC(=O)/C=C/c1ccc(F)cc1)Nc1nnc(-c2ccccc2)o1	?	?	5.1%	-6%	.
Cc1ccc(Cn2c(SCCN3CCOCC3)nc3c2c(=O)n(C)c(=O)n3C)cc1	-9%	0%	i	7%	-11%
CC(NS(=O)(=O)/C=C/c1ccccc1)C(=O)O (centres undefined)	4%	10%	0.8%	5%	-3%
CN(C)CCn1c(C(=O)Nc2ccccc2)cc2ccccc21	-6%	-5%	i	-4%	9%
CCCCC(=O)Nc1cccc(-c2nc3ncccc3o2)c1C	3%	7%	1.5%	21%	-15%
CC1CCN(C(=O)CCCOc2ccc(Cl)cc2)CC1	53%	6%	i	5%	3%
CC(=O)c1cccc(OCc2cc(C(=O)N3CCSCC3)no2)c1	0%	-5%	1.9%	-7%	-6%
CCc1ccc(N(CC(=O)NC)S(C)(=O)=O)cc1	8%	-1%	2.2%	0%	9%
COc1ccc(-c2cc3nc(C)c(CCC(=O)NC(C)CCc4ccco4)c(C)n3n2)c(OC)c1 (centres undefined)	10%	?	10%	-1%	-6%
Cc1cc([N+](=O)[O-])nn1CC(=O)NCc1ccccc1	-9%	-3%	0.1%	-8%	3%
O=C(CCn1c2c(c3ccccc31)CCCC2)NNC(=O)c1cccc([N+](=O)[O-])c1	-14%	20%	3.6%	-7%	-9%
C[N+]1=C(/C=C/Nc2ccccc2Cl)C(C)(C)c2ccccc21	-1%	5%	0.2%	4%	2%
CCC(=O)NC(=S)Nc1c(C)cc(Br)cc1C	?	-3%	i	-11%	5%
CCN(CC)S(=O)(=O)c1ccc(N2CCOCC2)c(C(=O)O)c1	3%	-11%	1.0%	-8%	25%
CCc1cccc(NS(=O)(=O)c2ccc3c(c2)NC(=O)C(C)S3)c1 (centres undefined)	29%	4%	0.9%	-5%	-5%
COc1cc2c(cc1NC(=O)CSc1ccc(Cl)cc1)oc1ccccc12	-6%	-13%	3.5%	1%	1%
Cc1cc(C2CCCCC2)n(O)c(=O)c1	25%	36%	?	3%	17µM*
CCOC(=O)c1cc(-c2ccccc2)n(CC(=O)O)c1C	-8%	-2%	0.1%	1%	0%
O=C(CN1CCN(S(=O)(=O)c2ccc(F)cc2)CC1)Nc1ccc2c(c1)OCO2	-2%	-5%	0.8%	0%	5%
COc1cc(OC)cc(C(=O)n2nc(C)cc2C)c1	-7%	5%	0.3%	-9%	-7%
C=C(C)C(=O)Nc1cccnc1Oc1ccc(F)cc1F	9%	-8%	0.3%	-6%	-3%
Cc1ccc(S(=O)(=O)N2CCCCC2)cc1NC(=O)COC(=O)c1c(F)cccc1F	27%	0%	0.7%	-4%	-4%
O=C(CN1CCCCC1)Nc1ccc(NC(=O)c2ccc(Cl)cc2)cc1Cl	-13%	4%	i	-8%	9%
Cc1ccc(NC(=O)CN(c2ccc(Cl)cc2)S(=O)(=O)c2cc([N+](=O)[O-])ccc2Cl)c(C)c1	-4%	-6%	0.5%	.	4%
COc1ccc(C(=O)NNC(=O)C(=O)NC(C)c2ccccc2)cc1OC (centres undefined)	16%	4%	3.6%	-17%	0%
CC(NC(=O)c1ccc(Br)cc1)c1ccccc1 (centres undefined)	78%	-1%	0.7%	-4%	-2%
Cc1ccccc1N1CCN(C(=O)c2ccccc2NC(=O)C2CC=CCC2C(=O)O)CC1 (centres undefined)	-18%	13%	1.3%	-11%	-3%
O=C(c1ccco1)N1CCN(C(=O)c2ccccc2NS(=O)(=O)c2ccc(F)cc2)CC1	6%	-4%	0.8%	8%	0%
Cc1noc(NS(=O)(=O)c2ccc(NC(=O)CCn3c(=O)oc4ccccc43)cc2)c1C	50%	-7%	7.8%	22%	3%
CC1CCC(C(C)C)C(OC(=O)Cn2c(-c3ccc(Cl)cc3)[n+](C)c3ccccc32)C1 (centres undefined)	?	?	21%	12%	50µM*
Cc1c(C(=O)O)nnn1-c1ccccc1	-11%	-2%	0.5%	-10%	0%
CC(C)C(=O)N1N=C2CCCCC2C1(O)C(F)(F)F (centres undefined)	-4%	-8%	i	-12%	-4%
CC1CCCC(C)N1C(=O)COC(=O)Cc1c[nH]c2ccccc12 (centres undefined)	11%	-6%	i	0%	-6%
O=C(NNC(=O)C1CCCO1)c1ccccc1Cl (centres undefined)	-1%	-12%	1.2%	-2%	-6%
CSc1ccc(OC2CCN(Cc3ccccc3)CC2)cc1	42%	3%	0.4%	20%	-21%
Cn1ncc([N+](=O)[O-])c1C(=O)NC1CCCCC1	-6%	7%	i	2%	2%
COc1cc(C(=O)c2ccccc2Cl)c([N+](=O)[O-])cc1OC	22%	6%	0.5%	12%	-6%
CC(C)c1ccc(C(=O)N2CCN(c3cnn(C)c(=O)c3Cl)CC2)cc1	26%	3%	0.4%	-4%	8%
CCN(CC(=O)Nc1c(F)cccc1F)C(=O)CSC(=S)N1CCCC1	75%	-2%	2.7%	0%	.
O=C(Nc1c(C(=O)Nc2ccc3c(c2)OCCO3)cnn1-c1ccccc1Cl)c1ccco1	8%	5%	1.3%	7%	-2%
COc1cccc(C(=O)Nc2nnc(C(C)C)s2)c1	-4%	0%	1.3%	20%	2%
COc1ccc(C(CC(=O)O)NC(=O)c2ccco2)cc1OC (centres undefined)	2%	-9%	i	11%	-7%
O=C(O)Cc1ccc2ccc3ccccc3c2c1	-4%	2%	3.7%	.	-24%
O=c1cc(CN2CCN(C/C=C/c3ccccc3)CC2)c2cc(O)c(-c3ccccc3)cc2o1	-4%	-10%	0.4%	-5%	2%
COc1cc(/C=C/c2cc(OC(C)=O)c3ccccc3n2)c(OC(C)=O)c([N+](=O)[O-])c1	30%	-14%	1.5%	-7%	9%
COc1ccc(NC(=O)c2cccc(N3C(=O)C4C5C=CC(C6CC56)C4C3=O)c2)c(OC)c1 (centres undefined)	18%	4%	2.7%	2%	0%
Cc1ccc(S(=O)(=O)N2CCOC2CNC(=O)C(=O)NCc2ccccc2)cc1 (centres undefined)	18%	1%	4.8%	-8%	0%
CSc1ccc(S(=O)(=O)NC2CCCCCC2)cc1	16%	-3%	0.2%	-11%	-9%
COC(=O)C1=CN(Cc2ccc(F)cc2)C=C(C(=O)OC)C1c1cc(OC)c(OC)c(OC)c1	12%	7%	0.0%	-18%	-2%
Cn1c(/C=C/c2ccc(Cl)cc2)c([N+](=O)[O-])c(=O)n(C)c1=O	75%	10%	>25µM*	-20%	0%
CCc1ccccc1N(C)S(=O)(=O)c1ccc2[nH]cc(C(=O)N3CCc4ccccc43)c(=O)c2c1	8%	-9%	9.4%	5%	0%
COc1ccc(S(=O)(=O)N2CCOCC2)cc1NC(=O)COC(=O)c1ccc(C)s1	.	.	7.3%	-5%	.
CC(OC(=O)CCN=C1NS(=O)(=O)c2ccccc21)C(=O)N(C)C1CCCCC1 (centres undefined)	-6%	-4%	4.2%	-9%	0%
O=C(Nc1ccc(F)cc1F)NC1CC1	3%	-2%	0.8%	1%	-1%
COc1ccc(S(=O)(=O)n2nc(C)cc2C)cc1OC	-4%	4%	0.5%	-31%	-5%
Cc1ccc(-n2ncc3c(NCc4ccc5c(c4)OCO5)ncnc32)c(C)c1	47%	56%	i	-3%	-17%
CC1Cc2cc(/C(O)=C3\C(=O)C(=O)N(Cc4cccnc4)C3c3ccccc3F)ccc2O1 (centres undefined)	19%	1%	2.2%	3%	-27%

Arranged by SMILES length (descending): part of the list above
SMILES	M. tuberculosis	M. tuberculosis HTS	VEEV TC-83 Vero	H1N1 NS1A inhibition	PhoP GFP inhibition	others
O=c1cc(CN2CCN(C/C=C/c3ccccc3)CC2)c2cc(O)c(-c3ccccc3)cc2o1	-4%	-10%	0.4%	-5%	2%
COc1ccc(S(=O)(=O)N2CCOCC2)cc1NC(=O)COC(=O)c1ccc(C)s1	.	.	7.3%	-5%	.
Cc1ccc(S(=O)(=O)N2CCOC2CNC(=O)C(=O)NCc2ccccc2)cc1 (centres undefined)	18%	1%	4.8%	-8%	0%

Going on with the list.
SMILES	M. tuberculosis	M. tuberculosis HTS	VEEV TC-83 Vero	H1N1 NS1A inhibition	PhoP GFP inhibition	others
O=C1CN=C(c2ccccc2F)c2cc(Cl)ccc2N1	-11%	10%	i	1%	3%
O=C(CCCN1C(=O)/C(=C\c2cccs2)SC1=S)Nc1ccc(O)cc1	55%	6%	?	14%	12%
O=S(=O)(CCc1ccncc1)c1ccc(Cl)cc1	2%	1%	1.3%	-4%	-5%
CCOC(=O)/C=C/[C@H]1CCc2cccc(Cl)c2O1	?	10%	i	8%	.
COC(=O)Cc1cc(=O)n2[nH]cnc2n1	-15%	-8%	0.6%	-1%	-9%
Cc1cccc(NC(=O)Nc2ccc(Br)cc2)n1	-4%	-2%	1.3%	-5%	-4%
C/[N+]([O-])=C\C1C(=O)CC(C)(C)CC1=O	-10%	-1%	1.3%	8%	9%
Cc1nc(C(F)(F)F)c(C(=O)O)cc1-c1nc(-c2ccccc2)cs1	0%	-7%	0.4%	1%	-1%
CCN1C(=O)C(C)S/C1=N\S(=O)(=O)c1ccc(F)cc1 (centres undefined)	13%	-6%	0.4%	0%	-4%
C=CCSc1ncccc1C(=O)NCCc1ccc(Cl)cc1	11%	6%	0.6%	-2%	6%
CCc1nnc(NC(=O)c2ccc(-c3cccc(C(F)(F)F)c3)o2)s1	-16%	.	0.7%	8%	-4%	VEEV TC-83 Vero 10K pilot screen=3.4
N/C(=N\NS(=O)(=O)c1ccccc1C(F)(F)F)c1ccccn1	0%	-9%	0.9%	-2%	2%
CSCc1ccc(C(=O)NCc2ccc(C)cc2)cc1	76%	-7%	1.4%	6%	-2%
Cn1cnnc1SCC(=O)Nc1ccc(Br)cc1F	8%	1%	0.4%	23%	0%
O=C(CCc1nc2ccccc2c(=O)[nH]1)OCc1nnc(-c2ccccc2)o1	-13%	3%	1.4%	-6%	-3%
CNC(=O)c1c(NC(=O)CCS(=O)(=O)c2ccc(F)cc2)sc(C)c1C	-9%	-3%	i	-2%	3%
O=C(Nc1cccc(C(F)(F)F)c1)C1(c2ccccc2)CC1	10%	-7%	0.7%	-4%	-3%
CN1CCN(C(=O)C2CCC(=O)N(Cc3cccc(C(F)(F)F)c3)C2)CC1 (centres undefined)	-5%	-1%	i	-7%	-109%
COc1cc(OC)c(NC(=O)Cn2cccc2)cc1Cl	-5%	-11%	2.5%	3%	-8%
CCOC(=O)/C(C#N)=C\c1ccc2c(c1)OCO2	3%	-1%	1.5%	-7%	2%
COCCOC(=O)C1=C(C)NC2=C(C(=O)CC(C)(C)C2)C1c1cc2c(cc1Br)OCO2 (centres undefined)	25%	-13%	0.2%	-7%	5%
CC(=O)Cn1cnc2scc(-c3ccc(C)c(C)c3)c2c1=O	33%	2%	0.9%	-3%	-13%
COc1cc2c(cc1OC)C1(NCC2)C(=O)Nc2ccccc21 (centres undefined)	0%	4%	1.4%	1%	-16%	VEEV TC-83 Vero 10K pilot screen=0.0
COc1ccc(CNC(=O)COC(=O)c2ccc3ccccc3n2)cc1	45%	2%	i	-15%	.
Cc1ccc(N(C(=O)c2ccc(S(=O)(=O)N(C)C)cc2)C2C=CS(=O)(=O)C2)cc1 (centres undefined)	-6%	0%	i	4%	7%	VEEV TC-83 Vero 10K pilot screen=0.1
COc1cccc(CCNC(=O)CC2C(=O)NCCN2CC(C)(C)C)c1 (centres undefined)	5%	-2%	2.7%	8%	-5%

High-throughput results (PubChem BioAssay)
